From PubChem BioAssay
K1F lysis inhibition: inhibition of K1F phage lysis, E. coli UTI89, bacterial capsule biogenesis inhibitors, alamar blue (AID 488966) | E. coli UTI89 K1F phage lysis, alamar blue, 2 h; higher % means a stronger effect | inhibition, % at 100 µM; hits with a dose series show IC50 in µM | 0.02% of 340,000 active;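 active means phage lysis inhibition, versus mean bacterial control, above a set limit; inconclusive means no clear call, values can overlap the other calls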;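 further: capsule biogenesis inhibitors block K1F phage lysis so surviving cells raise fluorescence; higher fluorescence means more inhibition of phage lysis; actives were called in the ten point dose series up to 300 µM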
T cell modulator: modulates CD8 T cell binding to vesicles; 2C CD8+ T cell-vesicle binding, flow cytometry; active compounds read low; calls only at 7 µM; 0.068% of 330,000 active; AID 2052;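 active means response, share of CD8 T cells binding vesicles, and their 90th percentile fluorescence all below set limits, cut at about 80% in these data, passing the limit was not always enough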
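incubation = binding step 1.5 h, 37 °C, antibody labelling 20 min, ice | test system = 2C mouse CD8+ T cells | read-out basis = percent CD8+ FL2 mean versus row control | controls = Peptide-free naked vesicles (low) and QL9 vesicles with 0.7% DMSO vehicle (high) | detection = flow cytometry of vesicle-bound cells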
RSV antiviral HEp-2: inhibition of RSV-induced cytopathic effect – HEp-2 cells, primary 10 µM value included (AID 2391). HEp-2 cells, RSV-induced CPE inhibition; higher % means a stronger effect. one-dose CPE inhibition, % at 10 µM; IC50 in µM for titrated hits. 0.13% of 310,000 active; in the data active means a potency from the dose series; inconclusive means CPE inhibition mostly from about 23% at the one dose, without a potency; inactive means the rest, 99 in 100 with CPE inhibition below about 21%; further: strong numbers were not always called active
T cell modulator vesicle-bound %: recorded beside T cell modulator, whose call it bears; double positive events, %; measured here: CD8+ vesicle-bound cell fraction;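 binding gate set so that unloaded-vesicle control wells show 10% double positive cells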
* hit, by the source's call; i = inactive; ? = inconclusive; [ ] = remark or other dose. This is a subset. The share of hits here may be higher or lower than overall.

smiles	K1F lysis inhibition	T cell modulator	T cell modulator vesicle-bound %	RSV antiviral HEp-2
Cc1ccc(NC(=O)CN(C(=O)N2CCN(C)CC2)S(=O)(=O)c2ccc(C)cc2)cc1	0.2%[50 µM]	i	58	0.5%
Cc1ccc(S(=O)(=O)NCC(c2ccco2)N2CCc3ccccc32)cc1 (stereo not given)	-0.2%[50 µM]	i	24	1.1%
O=C(Nc1nc(-c2ccco2)c(-c2ccco2)s1)c1ccco1	0.0%[50 µM]	i	34	1.1%
COc1ccc(NS(=O)(=O)c2ccc(C)c(C(=O)NCC(c3ccco3)N3CCCCC3)c2)cc1 (stereo not given)	1.9%[50 µM]	i	30	-1.4%
O=C(COC(=O)c1ccc(CO)cc1)c1ccc(S(=O)(=O)N2CCCCC2)cc1	0.3%[50 µM]	i	14	-0.2%
COc1ccc(Cl)cc1NC(=O)CN(C)C(=O)c1cc2ccccc2cc1O	0.7%[50 µM]	i	26	1.1%
O=C(CCNC(=O)c1ccc(Cl)cc1)Nc1ccc(S(=O)(=O)N2CCOCC2)cc1	0.6%[50 µM]	i	4	0.2%
CCC(CO)Oc1cc(NCc2ccccc2F)c2ncn(C(C)C)c2c1 (stereo not given)	0.3%	i	36	-1.0%
CCc1ccc(CNC(=O)C(=O)NCCc2ccc(OC)c(OC)c2)cc1	4.8%	i	33	1.9%
CN(C(=O)COC(=O)Cc1c(F)cccc1Cl)c1c(N)n(Cc2ccccc2)c(=O)[nH]c1=O	0.7%[50 µM]	i	40	0.3%
Cc1ccccc1OCC(=O)NNC(=O)Cc1ccc(S(=O)(=O)N2CCOCC2)s1	1.0%[50 µM]	i	50	0.3%
CC1O[C@@H](O[C@H](C)CC[C@@H](C)O[C@H]2OC(C)[C@@H](O)C[C@H]2O)C(O)C[C@H]1O (stereo not given in full)	-1.5%	i	30	1.8%
CCN(CC(=O)Nc1ccc(NC(C)=O)cc1)C(=O)c1ccc2ccccc2c1	0.5%[50 µM]	i	43	0.7%
Oc1cncc(-c2cccnc2)c1	-4.8%	i	35	1.7%
C=CCN1C(=O)c2ccc(C(=O)N(C)Cc3ccc(C)o3)cc2C1=O	0.0%[50 µM]	i	30	-1.6%
Cc1ccc(NC(=O)CSCC(=O)Nc2ccccc2N2CCCCC2)cc1	-0.1%[50 µM]	i	35	8.5%
C=CCn1c(O)c2ccc(C(=O)N=NC(=O)COc3ccccc3F)cc2c1O	0.0%[50 µM]	i	45	-1.2%
Cc1ccc(NC(=O)CSCC(=O)NNC(=O)c2ccoc2C)cc1	1.2%[50 µM]	i	44	1.6%
COc1ccc(-c2cn(CCC(=O)O)c(C)n2)cc1	2.1%	i	56	0.9%
CN(CC(=O)Nc1ccc(F)cc1)C(=O)c1ccc(N2C(=O)CCC2=O)cc1	0.3%[50 µM]	i	7	2.6%
O=S(=O)(c1ccc(SCc2ccccc2)nc1)N1CCCCCC1	0.6%[50 µM]	i	5	1.6%
CCCCN(C(=O)c1ccccc1Br)C1CCS(=O)(=O)C1 (stereo not given)	1.4%[50 µM]	i	61	-1.1%
CNC(=O)c1ccsc1NC(=O)C1CCCN1S(=O)(=O)c1cccs1 (stereo not given)	1.2%[50 µM]	i	41	1.4%
Cc1ccc(C(=O)OCN2C(=O)c3ccccc3C2=O)cc1S(=O)(=O)N1CCOCC1	0.2%[50 µM]	i	37	-0.4%
CC(C#N)Sc1ccc(S(=O)(=O)N2CCCC2)cn1 (stereo not given)	0.8%[50 µM]	i	36	1.5%
CCOC(=O)C1=C(COC(=O)c2ccccc2OC(F)F)NC(=O)NC1C (stereo not given)	0.6%[50 µM]	i	34	-0.9%
CCOc1ncccc1C(=O)Nc1cc(S(=O)(=O)N2CCCCC2)ccc1C	0.4%[50 µM]	i	40	1.7%
CC(OC(=O)CCN1C(=O)C2CC=CCC2C1=O)C(=O)Nc1cccc(Cl)c1 (stereo not given)	1.1%[50 µM]	i	31	-1.1%
CC(NC(=O)COC(=O)C1CC2CCCC(C1)C2=O)c1ccccc1 (stereo not given)	0.5%[50 µM]	i	25	-0.2%
CC(=O)c1sc(NC(=O)C2CC(=O)N(Cc3ccccc3)C2)nc1-c1ccccc1 (stereo not given)	-0.8%[50 µM]	i	20	2.8%
CS(=O)(=O)c1ccccc1-c1nnc(NC(=O)c2ccc3ncsc3c2)o1	1.1%[50 µM]	i	17	0.7%
COc1ccc(S(=O)(=O)N2CCCCC2)cc1NC(=O)c1cnc(C)cn1	0.4%[50 µM]	i	36	0.7%
Cc1ccc(CN(C)C(=O)c2ccccc2NC(=O)c2ccccc2)o1	0.1%[50 µM]	i	36	1.3%
O=C(Cc1ccc(S(=O)(=O)N2CCOCC2)s1)NCCOc1ccccc1	1.0%[50 µM]	i	22	-0.3%
Cc1ccc(S(=O)(=O)NCC(=O)OCC(=O)NCc2cccs2)cc1	0.3%[50 µM]	i	16	1.1%
COc1ccc(NC(C)=O)cc1S(=O)(=O)NC(C)c1ccc(-n2ccnc2)cc1 (stereo not given)	0.6%[50 µM]	i	34	1.1%
Oc1ccccc1O	2.9%	i	67	5.1%
CSc1ccc(/C=C(\C(=O)O)c2ccc(S(=O)(=O)N3CCCC3)s2)cc1	0.4%[50 µM]	i	45	1.0%
CCC(C)CCN1CCN=C1N(C)C (stereo not given)	2.2%	i	31	2.0%
CCOc1ccc(NC(=O)CN(C)C(=O)Cc2n[nH]c(=O)c3ccccc23)cc1OCC	0.7%[50 µM]	i	6	1.7%

Brought forward from above: two compounds, followed by the next part.
smiles	K1F lysis inhibition	T cell modulator	T cell modulator vesicle-bound %	RSV antiviral HEp-2
CCC(C)CCN1CCN=C1N(C)C (stereo not given)	2.2%	i	31	2.0%
CCOc1ccc(NC(=O)CN(C)C(=O)Cc2n[nH]c(=O)c3ccccc23)cc1OCC	0.7%[50 µM]	i	6	1.7%
COc1ccc(NC(=O)CSc2nc3ccccc3c(=O)n2CCCO)cn1	2.1%[50 µM]	i	31	-0.5%
CC(C)(C)c1cc(-c2nc(N)nc(N)n2)c(O)c(C(C)(C)C)c1	-4.0%	i	19	-3.9%
COCCNC(=S)Nc1ccc(N2CCOCC2)c(S(=O)(=O)Nc2ccccc2OC)c1	0.6%[50 µM]	i	37	1.1%
Cc1c(C(=O)OCC(=O)NCc2ccccc2)oc2ccccc12	1.5%[50 µM]	i	12	-0.7%
CC1(C)O[C@@H]2[C@H](O1)[C@@H](COS(=O)(=O)O)O[C@H]2n1ccc(=O)[nH]c1=O	-0.8%	i	28	1.6%
CC(C)(C)NC[C@@H](O)COc1cccc2c1CCCC2=O	3.9%	i	24	1.1%
COc1ccc(OC)c(NC(=O)CN2C(=O)C(=O)N(Cc3ccccc3)C2=O)c1	-0.3%	i	42	0.3%
O=C(Cc1ccc(F)cc1)Nc1ccc(S(=O)(=O)N2CCCC2)cc1	0.7%[50 µM]	i	54	2.9%
CCCCCCSc1ccc([C@@H]2[C@@H]3C(=O)N(C)C(=O)[C@@H]3[C@]3(C(=O)OC)CCCCN23)cc1OC	-0.7%	i	18	-3.2%
CCCCN(C(=O)c1ccc(N2CCCC2=O)cc1)c1c(N)n(CC(C)C)c(=O)[nH]c1=O	0.4%[50 µM]	i	39	0.0%
CNC(=O)c1ccc(NC(=O)C2CCN(S(=O)(=O)c3cccc(C(F)(F)F)c3)CC2)cc1	0.3%[50 µM]	i	42	0.0%
CC(=O)Nc1cccc(C(=O)OCC(=O)c2ccc(S(=O)(=O)N3CCCCC3)cc2)c1	0.5%	i	31	1.4%
COc1ccccc1C(=O)NCC(=O)OCC(=O)Nc1nnc(-c2ccccc2)o1	0.5%[50 µM]	i	29	0.7%
O=[N+]([O-])c1ccc(CNCc2cc(Cl)ccc2O)cc1	-1.2%	i	39	2.0%
COc1ccc(C(=O)COC(=O)c2ccc(-n3cnnn3)cc2)c(OC)c1	-1.2%	i	13	0.7%
CC1CCC(C#N)(N(C)C(=O)CSc2nnc(C3CC3)n2C2CC2)CC1 (stereo not given)	0.6%[50 µM]	i	4	0.3%
CSc1ccc(/C=C/C(=O)OCC(=O)NC2CCS(=O)(=O)C2)cc1 (stereo not given)	2.0%[50 µM]	i	40	-0.4%
CCOc1ccc(NC(=O)CSc2nnc(C3CC3)n2C)cc1S(=O)(=O)N1CCCCC1	0.1%[50 µM]	i	48	1.1%
CN1C(=O)c2ccc(Oc3ccccc3)cc2C1=O	-1.6%	i	29	0.9%
Cc1ccc(S(=O)(=O)N(C)C)cc1NC(=O)COC(=O)CNC(=O)c1cccs1	1.0%[50 µM]	i	51	-1.8%
CC[C@@]12C(=O)N(c3ccccc3)C(=O)N1[C@H](c1ccc(Br)cc1)[C@@H]1C(=O)N(C(C)(C)C)C(=O)[C@@H]12	3.8%	i	50	0.9%
CCOc1ccc(OCC)c(NC(=O)C2CCCN(C(=O)c3ccc(Cl)cc3)C2)c1 (stereo not given)	1.3%[50 µM]	i	43	2.1%
Cc1ccc(C(=O)NNC(=O)c2ccccc2O)cc1S(=O)(=O)N1CCCCC1	0.5%[50 µM]	i	55	0.3%
O=C(COC(=O)CSc1ccc([N+](=O)[O-])cc1)NCc1ccco1	0.5%[50 µM]	i	51	-0.8%
CCOc1ccccc1N1CCN(C(=O)c2cc(S(=O)(=O)N3CCCCC3)ccc2C)CC1	-0.3%[50 µM]	i	58	1.2%
Cc1ccc(S(=O)(=O)N2CCN(C(=O)COC(=O)CCCOc3ccccc3)CC2)c(C)c1	0.0%[50 µM]	i	45	1.1%
C=CCNc1nc(C(=O)OCC(=O)Nc2cc(S(C)(=O)=O)ccc2Cl)cs1	0.5%[50 µM]	i	10	0.8%
C=C[C@@H]1c2ccccc2N(S(=O)(=O)c2ccc(C)cc2)[C@H](c2ccccc2C(F)(F)F)C1(C#N)C#N	0.5%	i	30	2.0%
COc1ccccc1CNC(=O)COC(=O)c1ccccn1	1.9%[50 µM]	i	49	1.1%
COc1ccccc1NC(=O)c1ccc(NC(=O)CSc2nc(N)cc(=O)[nH]2)cc1	1.1%[50 µM]	i	42	-0.6%
CC(C)(OC(=O)c1ccc(C#N)cc1)c1cc2ccccc2c(=O)o1	0.7%	i	56	0.9%
COc1cccc(CNC(=O)c2cccc(S(=O)(=O)N3CCN(c4ccc(F)cc4)CC3)c2)c1	-0.6%	i	40	?
CCNc1ccc(S(=O)(=O)N2CCCCC2)cn1	0.2%[50 µM]	i	21	1.8%
Cc1cc(C)c(OCC(=O)OCC(=O)N2c3ccccc3CC2C)c(C)c1 (stereo not given)	0.5%[50 µM]	i	30	0.1%
CCOc1ccc(NC(=O)COc2ccc3c(c2)CCC3)cc1OC	-0.4%[50 µM]	i	22	-0.1%
Cc1ccnc(NC(=O)c2ccc3c(c2)NC(=O)C(C)S3)c1 (stereo not given)	0.9%[50 µM]	i	36	5.5%
CN(CC(=O)Nc1cccc(F)c1)C(=O)c1ccccc1OCCOc1ccccc1	-0.8%[50 µM]	i	23	-1.0%
COc1ccc(-c2oc3ccccc3c2C#CC(C)(C)O)cc1	-0.1%	i	39	3.5%
CN(CC1COc2ccccc2O1)C(=O)c1cccc(S(=O)(=O)N2CCCC2)c1 (stereo not given)	0.4%[50 µM]	i	43	2.0%
Nn1c(SCC(=O)Nc2ccc(N3CCOCC3)cc2)nnc1-c1ccccc1F	0.8%[50 µM]	i	41	1.9%
COc1ccc(C(=O)c2c3ccccc3[n+]([O-])n2Cc2ccc(C(N)=O)cc2)cc1	-0.1%	i	32	3.2%
O=C(NCCS(=O)(=O)N1CCN(c2ccccc2F)CC1)c1ccc(F)c(F)c1	0.4%[50 µM]	i	53	-0.8%
CCN(CC)C(=O)c1nc[nH]c1C(=O)N1CCN(c2ccccc2)CC1	1.5%	i	53	0.4%
Cc1ccc(COC(=O)CCCN=C2NS(=O)(=O)c3ccccc32)cc1	0.6%[50 µM]	i	24	20%

A draw from above in order of length of the SMILES, smallest number first:
smiles	K1F lysis inhibition	T cell modulator	T cell modulator vesicle-bound %	RSV antiviral HEp-2
CCOc1ccc(NC(=O)COc2ccc3c(c2)CCC3)cc1OC	-0.4%[50 µM]	i	22	-0.1%
CCN(CC)C(=O)c1nc[nH]c1C(=O)N1CCN(c2ccccc2)CC1	1.5%	i	53	0.4%
CCOc1ccc(NC(=O)CN(C)C(=O)Cc2n[nH]c(=O)c3ccccc23)cc1OCC	0.7%[50 µM]	i	6	1.7%
